Compound activity deposited in PubChem by National Center for Advancing Translational Sciences (NCATS).
D2 antag: HTS Assay for Allosteric Antagonists of the Human D2 Dopamine Receptor: Primary Screen for Antagonists; D(2) dopamine receptor (Homo sapiens), P14416; HEK293 TREx D2 cells, calcium flux, dopamine EC80; inhibition, % at 10 µM; actives 2% (n = 340,000); in the data active = inhibition above about 30%; also: 0% is about no effect
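Cells plated overnight at 30 C with tetracycline; no-wash calcium dye, 30–90 min RT; 10 s baseline; compound pinned; 180 s read; EC80 dopamine added; another 180 s read.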
USP1-UAF1 inh: Inhibitors of USP1/UAF1: Primary Screen | AID 743255, 2014 | actives 0.23% (n = 390,000) | Potency, µM (highest dose often 57.1 µM), inactives show at the top dose activity change, negative = inhibition, actives largely listed as inhibitors | recombinant USP1/UAF1, Ub-Rhodamine cleavage fluorescence; also: potency is read from the fitted curve at half-maximal effect; % is scaled to controls: 0 for no effect and ±100 for the full control effect; nearly all actives have a fitted effect of over 60% in size; inactives centre near -12
Target sequence (O94782 whole entry, looked up): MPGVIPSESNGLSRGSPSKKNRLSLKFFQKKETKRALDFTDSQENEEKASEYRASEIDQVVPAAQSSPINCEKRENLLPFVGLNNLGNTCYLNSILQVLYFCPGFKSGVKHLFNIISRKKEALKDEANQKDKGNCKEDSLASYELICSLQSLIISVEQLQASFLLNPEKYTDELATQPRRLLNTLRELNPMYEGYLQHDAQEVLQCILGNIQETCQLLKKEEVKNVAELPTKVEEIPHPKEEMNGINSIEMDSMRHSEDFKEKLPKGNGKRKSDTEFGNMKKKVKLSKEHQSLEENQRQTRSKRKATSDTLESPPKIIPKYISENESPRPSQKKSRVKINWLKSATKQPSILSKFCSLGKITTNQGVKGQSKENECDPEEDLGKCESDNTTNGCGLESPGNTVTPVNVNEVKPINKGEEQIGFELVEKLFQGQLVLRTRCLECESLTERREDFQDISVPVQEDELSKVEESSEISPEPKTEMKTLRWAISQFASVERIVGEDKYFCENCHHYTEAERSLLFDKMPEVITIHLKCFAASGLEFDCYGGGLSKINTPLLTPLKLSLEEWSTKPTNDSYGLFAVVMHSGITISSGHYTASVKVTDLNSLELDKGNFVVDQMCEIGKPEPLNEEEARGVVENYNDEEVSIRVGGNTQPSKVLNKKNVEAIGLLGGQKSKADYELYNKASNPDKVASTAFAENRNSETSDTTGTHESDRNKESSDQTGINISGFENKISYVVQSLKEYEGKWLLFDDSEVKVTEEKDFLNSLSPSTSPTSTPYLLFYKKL
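Step one: compound is pinned into 1nM USP1/UAF1 in HEPES pH 7.8 buffer with TCEP. Step two: 15 min room-temperature incubation. Step three: Ub-Rho (150nM final) starts cleavage, tracked by fluorescence over six one-minute reads.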
IDH1 R132H inh: qHTS for Inhibitors of mutant isocitrate dehydrogenase 1 (IDH1): qHTS | IDH1-R132H enzyme, NADPH consumption, diaphorase/resazurin fluorescence | actives 0.093% (n = 390,000) | Potency, µM (titrated, usually from 76.6 µM), for inactives: at the top dose activity change, negative = inhibition, actives largely listed as inhibitors; also: potency is read from the fitted curve at half-maximal effect; % is scaled to controls: 0 for no effect and ±100 for the full control effect; nearly all actives have a fitted effect of over 65% in size
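IDH1-R132H (0.5 ug/mL) preincubated 30 min with compound, then NADPH (0.016 mM) and alpha-KG (2 mM) added; 80 min at RT, pH 7.5. Remaining NADPH coupled via diaphorase/resazurin to fluorescence (540/590 nm); concentration-response curves normalized to no-enzyme control.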
D2 ag: HTS Assay for Allosteric Agonists of the Human D2 Dopamine Receptor: Primary Screen for Agonists; actives 0.53% (n = 340,000); AID 485358, 2010; HEK293 T-REx D2 cells, calcium flux agonist mode; activation, % at 2 µM;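 active = activation over 3 SD above normal in the single-dose calcium agonist read, cut at about 30% in these data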; also: 0% is about no effect
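HEK293 Trex D2 cells, tetracycline-induced, o/n 30 C 5% CO2; no-wash Ca dye, RT 30–90 min; 10-cycle baseline, 23 nl cpd added, kinetic Ca read 180 s; agonist hits = positive Ca response.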
PI4K2A inh: qHTS for small molecular inhibitors of PI4K2A. purified PI4K2A, ADP-Glo luminescence, 1 h; active compounds read low. Phosphatidylinositol 4-kinase type 2-alpha (Homo sapiens), Q9BTU6. activity change, negative = inhibition, % at 76.9 µM. actives 0.13% (n = 420,000); in the data active = activity change below about -50%; inconclusive = mostly about -30% to -49%;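 also: -100% = wells without enzyme as full effect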
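ADP-Glo luminescence measured ADP generated by PI4K2A enzyme (4 ug/mL before mixing) with 1.2 mM PI substrate (pre-mix) and 300 microM ATP (pre-mix). Tris pH7.5 buffer with MgCl2, Triton X-100; 1 h reaction at ambient temperature.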
TRHR agonist: qHTS for Small Molecule Agonists and Allosteric Enhancers of Human TRH Receptor: Primary Screen for Agonists; Thyrotropin-releasing hormone receptor (Homo sapiens), P34981; actives 0.18% (n = 360,000); activation, % at 2 µM; TRHR cells, calcium flux fluo-8, FDSS agonist mode; in the data active = activation above about 30%; also: 0% is about no effect
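Fluo-8-loaded TRHR cells; 10 s baseline, compound added, kinetic Ca2+ fluorescence read 1/s, agonist mode.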
rTrxR1 inhibitor: qHTS Assay for Inhibitors of Mammalian Selenoprotein Thioredoxin Reductase 1 (TrxR1): qHTS; Thioredoxin reductase 1, cytoplasmic (Rattus norvegicus), O89049; recombinant rTrxR1, NADPH fluorescence consumption, selenite substrate; Potency, µM (highest dose often 114 µM), for inactives: at the top dose activity change, negative = inhibition, usual class: inhibitors; actives 1% (n = 390,000); AID 588453, 2011; also: potency is read from the fitted curve at half-maximal effect; % is scaled to controls: 0 for no effect and ±100 for the full control effect; nearly all actives have a fitted effect of over 65% in size
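Rat TrxR1 (90 nM in the dispensed reagent) was pre-reduced with 400 uM NADPH for 5 min at room temperature, then incubated with compound for 15 min. After 400 uM selenite was added, NADPH fluorescence (Ex 340/Em 450 nm) was followed for 8 min.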
TrxR1 substrate: qHTS Assay for Substrates of Mammalian Selenoprotein Thioredoxin Reductase 1 (TrxR1): qHTS | Thioredoxin reductase 1, cytoplasmic (Rattus norvegicus), O89049 | purified TrxR1 substrate turnover, NADPH consumption readout | Potency, µM (doses to about 114 µM), for the others: at the highest dose activity change, negative = substrate turnover | actives 0.01% (n = 390,000); also: potency is read from the fitted curve at half-maximal effect; % is scaled to controls: 0 for no effect and ±100 for the full control effect; nearly all actives have a fitted effect of over 50% in size
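Rat TrxR1, dispensed at 90 nM, was prereduced with 400 uM NADPH (final) for 5 min at ~22 deg C, then incubated with compound 15 min before 400 uM selenite. A first-read NADPH fluorescence drop versus no-compound background flagged substrates.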
TRHR enhancer: qHTS for Small Molecule Agonists and Allosteric Enhancers of Human TRH Receptor: Primary Screen for Enhancers; Thyrotropin-releasing hormone receptor (Homo sapiens), P34981; TRHR cells, fluo-8 calcium fluorescence, EC20 TRH enhancement; enhancement, % at 2 µM; actives 0.66% (n = 360,000); AID 493056, 2011; in the data active = enhancement above about 30%; also: 0% is about no effect
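TRHR-expressing cells loaded with fluo-8 calcium dye were read kinetically (ex 480/em 530) during compound addition, then stimulated with an EC20 of TRH (10 nM final). Enhancement of the Gq-mediated intracellular calcium response was scored.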
* marks the source's active call; other numbers are inactive results; ? = inconclusive; · = no result given; [ ] = dose if it differs, or a comment. Unless noted, calls follow the shape of the dose curve; as a rule, active = well fitted inhibition curve with a large enough effect; inconclusive = small, poorly fitted or top-dose-only effect; inactive = no such curve, though single readings can be large or run the other way.

SMILES	D2 antag	USP1-UAF1 inh	IDH1 R132H inh	D2 ag	PI4K2A inh	TRHR agonist	rTrxR1 inhibitor	TrxR1 substrate	TRHR enhancer
CC(C)c1cc(C(C)C)c(S(=O)(=O)NNC(=O)c2ccncc2)c(C(C)C)c1	9	-4%	-7%	-3.2	2	-0.2	-3%	-5%	-5
COC(=O)c1ccc(/C=N/NC(=O)CCSc2nc3ccccc3s2)cc1	-2	·	·	0.1	·	0.0	·	·	19
O=C(NCC1OCCc2ccccc21)c1cc(COc2ccc(F)cc2Cl)on1 (configuration not stated)	50*	-10%	9%	0.7	3	0.9	30%	3%	-3
NC(=S)N=Nc1c(O)n(CCCl)c2ccc(Br)cc12	-11	-9%	-5%	-0.3	-2	0.1	20%	6%	-1
Cc1cccc(Nc2ccc(NCc3ccccc3)nn2)c1	-2	-3%	6%	6.5	-1	-0.7	12%	-1%	1
Cc1cc(NCC(c2ccccc2)c2ccccc2)n2ncnc2n1	-6	-15%	-4%	0.1	-9	-1.8	10%	9%[57.1 µM]	-6
COc1cc(CN2CCNC(=O)C2CC(=O)N(C)CCC2CCOCC2)cc(OC)c1 (configuration not stated)	4	0%	0%	0.6	1	0.4	-14%[57.1 µM]	11%[57.1 µM]	0
COc1ccc(N2C(=O)CC(SC(C)C)C2=O)cc1 (configuration not stated)	1	5%	2%	1.8	3	0.1	-22%	-15%	-2
Cc1cc(C(=O)OCC(=O)NCc2ccc3c(c2)OCO3)c2ccccc2n1	-12	-16%	0%	-0.4	-15	0.1	15%	2%	-2
Cc1cc(C)c(C)c(S(=O)(=O)N2CCN(C(=O)CNC(=O)c3ccco3)CC2)c1C	-43	-10%	0%	1.0	3	-0.8	2%	0%	1
COc1nc(-c2ccccc2)c2cc(C)ccc2n1	-14	-27%	0%	0.4	-2	-0.3	20%[57.1 µM]	49%	-1
Cc1ccc(C(=O)NCC(=O)OCC(=O)/C=C2\N(C)c3ccccc3C2(C)C)cc1C	-35	?	-1%	-0.9	-1	-0.5	0%	1%	-4
COc1ccc(N2CCN(C(=O)C3CCCN(S(=O)(=O)c4ccc(F)cc4)C3)CC2)cc1 (configuration not stated)	-6	-7%	3%	-0.2	-2	-0.4	7%	-3%	2
Cc1sc2ncnc(SCC(=O)Nc3cccc(S(N)(=O)=O)c3)c2c1C	·	-17%	-2%	·	0	·	15%	4%	·
O=C(CNC(=O)c1ccc(F)cc1)OCc1cc(=O)n2nc(C3CC3)sc2n1	·	-6%	4%	·	0	0.5	11%[57.1 µM]	6%[57.1 µM]	2
O=C(Cc1cccs1)Nc1ccc([N+](=O)[O-])cc1	10	-10%	7%	-0.4	5	-0.3	18%	-7%	-4
COc1ccc(-c2cc(OC(=O)c3ccc(F)cc3)c3c(C)oc(C)c3c(=O)c2)cc1	0	·	·	-1.0	·	0.5	·	·	-1
Cc1c(Cl)cccc1NC(=O)CNC(=O)C1CC(=O)N(C2CCCC2)C1 (configuration not stated)	·	-7%	-5%	·	0	·	25%	3%	·
CCC(Oc1ccccc1)C(=O)N(CC)CC(=O)NCc1ccc(F)cc1 (configuration not stated)	-8	-16%	11%	0.0	3	0.5	22%	7%	-4
O=C(NN=Cc1ccccc1)c1ccccc1	·	2%	-7%	·	-10	·	12%	-3%	·
Cc1ccc(Nc2c(-c3c[nH]c4ccccc34)nc3cc(C)ccn23)cc1	·	?	9%	4.2	-1	7.5	-19%	31%[activator]	5
Cc1ccccc1CN1CCC(Oc2ccc(C(=O)NCc3ccccn3)cc2)CC1	-5	-10%	-1%	-0.1	2	-0.1	18%[57.1 µM]	9%[57.1 µM]	-2
CCC(NC(=O)CCCc1ccccc1)c1ccccc1 (configuration not stated)	3	-3%	5%	-0.6	0	-0.7	-7%	-5%	0
CC(C)C[C@H](NC(=O)N1CCn2c1nc1ccccc12)C(=O)N[C@@H](Cc1ccccc1)C(=O)O	18	1%	-5%	-0.1	-3	0.7	7%	3%	0
C=C(C)COc1ccc(-c2nc(N)ncc2Oc2ccc(OC)cc2)c(O)c1	16	-11%	2%	0.9	1	1.1	9%[57.1 µM]	2%[57.1 µM]	-1
CC(C)c1ccc(NC(=O)c2ccc(Cn3nc(N4CCN(c5ccccc5)CC4)ccc3=O)o2)cc1	·	?	-14%	-0.2	-5	0.2	7%[57.1 µM]	-1%[57.1 µM]	3
Cc1cc2cc(CCNC(=O)c3cccs3)c(=O)[nH]c2cc1C	-3	-19%	-1%	-0.7	0	-0.9	8%	7%	5
CC1CCCCC12NC(=O)N(CC(=O)N1CCN(S(=O)(=O)Cc3ccccc3)CC1)C2=O (configuration not stated)	-2	-21%	0%	-0.2	0	0.6	14%	6%	9
N=c1n(CCN2CCOCC2)c2ccccc2n1CC(O)COc1ccccc1 (configuration not stated)	-10	-12%	2%	0.3	-1	-0.1	1%	-8%	6
Cc1ccc(C)c(N2C(=O)N(Cc3ccccc3C)c3ccccc3S2(=O)=O)c1	·	-9%	11%	0.5	1	1.5	11%[57.1 µM]	-8%[57.1 µM]	-12

Random excerpt: four entries already listed, in no set order.
SMILES	D2 antag	USP1-UAF1 inh	IDH1 R132H inh	D2 ag	PI4K2A inh	TRHR agonist	rTrxR1 inhibitor	TrxR1 substrate	TRHR enhancer
CC(C)C[C@H](NC(=O)N1CCn2c1nc1ccccc12)C(=O)N[C@@H](Cc1ccccc1)C(=O)O	18	1%	-5%	-0.1	-3	0.7	7%	3%	0
Cc1ccc(C)c(N2C(=O)N(Cc3ccccc3C)c3ccccc3S2(=O)=O)c1	·	-9%	11%	0.5	1	1.5	11%[57.1 µM]	-8%[57.1 µM]	-12
CCC(Oc1ccccc1)C(=O)N(CC)CC(=O)NCc1ccc(F)cc1 (configuration not stated)	-8	-16%	11%	0.0	3	0.5	22%	7%	-4
C=C(C)COc1ccc(-c2nc(N)ncc2Oc2ccc(OC)cc2)c(O)c1	16	-11%	2%	0.9	1	1.1	9%[57.1 µM]	2%[57.1 µM]	-1

Later entries:
SMILES	D2 antag	USP1-UAF1 inh	IDH1 R132H inh	D2 ag	PI4K2A inh	TRHR agonist	rTrxR1 inhibitor	TrxR1 substrate	TRHR enhancer
CC(Oc1cccnc1[N+](=O)[O-])C(=O)Nc1cccc(Cl)c1 (configuration not stated)	-29	-23%	-1%	-0.1	0	0.1	4%	-6%	5
CN(C(=O)c1ccc(S(=O)(=O)N2CCCCC2)cc1)C1CCS(=O)(=O)C1 (configuration not stated)	-14	-8%	0%	0.1	-1	0.4	15%[11.4 µM]	10%[11.4 µM]	-3
CCOC(=O)CC(NC(=O)c1cc2c(=O)n3cccc(C)c3nc2s1)c1ccc(OCC(C)C)c(OC)c1 (configuration not stated)	·	-16%	11%	·	-1	2.4	-2%	15%	12
Cc1ccc(S(=O)(=O)NC2=NCN(C3CCCCC3)CN2)cc1	1	-9%	2%	0.1	1	0.1	10%[57.1 µM]	6%[57.1 µM]	3
CC(c1ccco1)N(C(=O)C12CC3(C)CC(C)(CC(C)(C3)C1)C2)c1ccccn1 (configuration not stated)	-2	-1%	1%	-0.7	-2	0.6	-2%	-3%	4
CCOC(=O)N1CCC(NC(=O)c2ccc3c(c2)N(Cc2ccccc2C)C(=O)c2ccccc2S3=O)CC1 (configuration not stated)	·	-11%	8%	-0.4	3	0.4	26%	6%	6
CCN1CCN(CCCNC(=O)c2ccc3c(Cl)c4c(nc3c2)CCCC4)CC1	-4	-14%	-9%	0.8	5	-0.3	7%	4%	2
CCOC(=O)c1c(NC(=O)C2C3C=CC(C3)C2(C)C(=O)O)sc2c1CCCC2 (configuration not stated)	0	-15%	-1%	0.2	-2	-0.3	-15%	-1%	-1
O=C(c1ccc(Cl)cc1)c1cn[nH]c1-c1ccccc1O	13	-8%	8%	0.5	-5	0.2	9%	4%	-13
Cc1cccc2cc(CN(Cc3ccccc3)C(=O)N(C)C)c(=O)[nH]c12	10	-3%	8%	1.3	1	0.8	-8%	-4%	2
CCO[C@H]1OC(C(=O)NCc2nc3ccccc3[nH]2)=C[C@@H](c2ccccc2)[C@@H]1CCCO	-9	-3%	2%	-0.1	10	-0.2	15%	7%	-4
C=CCn1c(-c2ccco2)n[nH]c1=S	2	-9%	4%	8.0	-2	0.3	-25%	14%	7
CCCn1c2c(c(O)c(C(=O)NCCCN(CC)CC)c1=O)CCCC2	-18	-15%	7%	0.4	0	0.7	-2%	8%	8
Cc1ccccc1Nc1nc(N)nc(CSc2ccc(F)cc2)n1	-7	-18%	6%	-0.8	1	-0.6	9%	-2%	3
O=C(CSc1nccn1Cc1ccccc1)NCc1ccc(F)cc1	·	-23%	-2%	0.1	2	-0.8	6%[57.1 µM]	-3%[57.1 µM]	5
COc1ccc(OC)c(CNC(=O)c2cc(-c3ccc(Cl)s3)nc3ccccc23)c1	·	?	-15%	0.9	-3	2.1	-30%	37%[activator]	-6
CN(C)S(=O)(=O)c1ccc(N2CCCC2=O)c([N+](=O)[O-])c1	1	-1%	18%	1.1	-4	0.4	15%	4%[57.1 µM]	-12
COC(=O)C1=C(C(=O)OC)[C@@H]2N(C)c3ccccc3[C@@]23C[C@@H](C(=O)OC)N(C(=O)c2cccs2)C3=N1	9	-17%	7%	-0.3	0	-0.5	2%	-9%	2
